FXIa inh: inhibitors of human coagulation factor XIa | AID 687 | purified human FXIa, fluorogenic AMC substrate cleavage | hit rate 0.3% among 33,000 | P03951 | inhibition, % at 10 µM;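 active means inhibition above 40% in the primary screen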;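 further: 0% = enzyme without compound and 100% = blank wells lacking enzyme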
Target sequence (P03951 19-387 limits assumed): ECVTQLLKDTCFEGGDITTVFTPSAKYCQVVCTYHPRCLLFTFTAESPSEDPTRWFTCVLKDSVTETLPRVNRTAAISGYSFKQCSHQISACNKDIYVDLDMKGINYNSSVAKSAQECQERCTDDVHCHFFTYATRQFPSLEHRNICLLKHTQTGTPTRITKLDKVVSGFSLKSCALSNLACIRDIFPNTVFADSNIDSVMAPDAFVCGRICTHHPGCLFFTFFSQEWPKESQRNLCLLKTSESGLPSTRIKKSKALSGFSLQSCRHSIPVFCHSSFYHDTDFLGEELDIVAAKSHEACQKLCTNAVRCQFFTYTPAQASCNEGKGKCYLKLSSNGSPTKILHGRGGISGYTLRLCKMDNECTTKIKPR
Target sequence (P03951 388-625 limits assumed): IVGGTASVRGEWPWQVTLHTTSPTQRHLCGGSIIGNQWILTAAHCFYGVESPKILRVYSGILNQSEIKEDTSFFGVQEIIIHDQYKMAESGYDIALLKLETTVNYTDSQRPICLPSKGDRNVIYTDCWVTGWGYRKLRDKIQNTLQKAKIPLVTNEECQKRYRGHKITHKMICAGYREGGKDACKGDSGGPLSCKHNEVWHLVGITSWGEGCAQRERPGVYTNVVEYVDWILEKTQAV
FXIIa single: inhibitors of human coagulation factor XIIa; P00748; inhibition, % at 10 µM; purified human FXIIa, AMC substrate fluorescence, 2 h; hit rate 0.2% among 33,000; in the data active means inhibition above about 30%;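 further: 0% = enzyme with vehicle only and 100% = no enzyme blank; many of its hits are not listed in these tables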
The depositor's hits bear a star. An excerpt; count on the stated rates, not on these rows.

SMILES	FXIa inh	FXIIa single
N#Cc1cc(-c2ccccc2)nnc1Sc1ccc(Cl)cc1	-2	8
O=C(NC1CCCC1)c1cccc(S(=O)(=O)N2CCCCC2)c1	-1	8
O=C(Nc1ccc2ccccc2c1)Nc1ccc2snnc2c1	-6	8
C=CCNC(=O)c1snnc1-c1ccccc1	19	-10
CC1(C)N=C(SCC(=O)Nc2ccc(Cl)cc2Cl)C(c2ccccc2)=N1	-4	3
Cn1nc([N+](=O)[O-])nc1N1CCN(c2ccc(F)cc2)CC1	-8	7
CCCOC(=O)C1=C(C)OC23OC(N)=C(C#N)C12C(=O)c1ccccc13 (stereo not drawn)	4	8
Cc1cccc(NC(=S)N2N=CCC2c2ccccc2)c1 (stereo not drawn)	-8	0
Cc1ccccc1CN1CCN(C/C=C/c2ccccc2)CC1	24	-8
COCc1cc(C)nc2sc(C(=O)N3CCCCC3)c(N)c12	-7	6
Cc1nc(Nc2ccc3c(c2)OCCO3)c2oc3ccccc3c2n1	-13	-10
C/C(=N\NC(=O)CC1N=C(Cc2ccccc2)NNC1=O)c1ccc(C)cc1 (stereo not drawn)	-9	7
CCOC(=O)C(Cc1ccccc1)NC(=O)CCc1c(C)nc2nc(C)nn2c1C (stereo not drawn)	-5	-1
COc1ccc(OCCSc2nc(N)cc(N)n2)cc1	-4	-1
CCOc1ccc(Nc2nc(NCCN3CCOCC3)nc(OC)n2)cc1	-1	4
Cc1occc1-c1nnc(SCC(=O)NCCc2ccccc2)n1C(C)c1ccccc1 (stereo not drawn)	-1	9
CCCCCNC(CC(=O)Nc1ccc(OC)cc1)C(=O)O (stereo not drawn)	-5	5
Cc1cc(NC(=O)CCC2COc3ccccc3O2)no1 (stereo not drawn)	2	5
Cc1csc2ncc(C(=O)N3c4ccccc4CC3C)c(=O)n12 (stereo not drawn)	-3	9
Cc1ccc(OCc2ccc(C(=O)Nc3nccs3)o2)cc1C	9	3
O=c1oc(/C=C/c2ccco2)nc2sc3c(c12)CCC3	24	-10
O=C(CCCCCN1C(=O)c2ccccc2C1=O)Nc1ccccc1	3	5
Brc1cccc(-c2nnc3sc(CNC4CCCC4)cn23)c1	12	5
CC(C)c1nnc(NC(=O)C2c3ccccc3Oc3ccccc32)s1	0	-8
O=C(CSc1nnnn1-c1ccccc1)N1CCCc2ccccc21	-5	12
Further entries
SMILES	FXIa inh	FXIIa single
O=C(CCS(=O)(=O)Cc1ccccc1)N1CCN(c2ccccc2)CC1	3	17
Cc1cc(C)c2c(N)c(C(=O)NCC3CCCCC3)sc2n1	-8	-10
COC(=O)c1sc(S(=O)(=O)NCc2ccccc2)c(C(=O)OC)c1C	-6	2
O=C(c1cc2cc(Cl)ccc2oc1=O)N1CCOCC1	2	2
COCC(=O)N(Cc1cc2ccccc2[nH]c1=O)c1ccccc1OC	4	3
CC(C)(C)c1ccc(OCC(O)CSc2ncn[nH]2)cc1 (stereo not drawn)	-4	2
CC(N=c1ccccn1C(=O)Nc1cccc(C(F)(F)F)c1)c1ccco1 (stereo not drawn)	17	-18
COc1cc(OC)cc(C(=O)OCc2cc3ccccc3[nH]c2=O)c1	0	8
O=C(Nc1nc2c(s1)CCCC2)c1cccnc1	3	5
O=C(NCc1ccccc1)c1ccc(S(=O)(=O)N2CCCc3ccccc32)cc1	3	10
Cc1ccc(-c2nn(Cc3ccccc3)cc2/C=C/C(=O)O)cc1	4	-15
Cc1ccc2nc(-c3ccc(NC(=O)CN4CCN(C(=O)c5ccco5)CC4)cc3)sc2c1	-1	-4
O=C(c1ccccc1S(=O)(=O)NCC(O)COc1ccc([N+](=O)[O-])cc1)N1CCCCC1 (stereo not drawn)	2	5
Cc1ccc(CNc2ccc3c(c2)OCO3)c(C)c1	-3	5
COc1cccc(N(CC(=O)N2CCc3ccccc3C2)S(C)(=O)=O)c1	4	10
COCCOC(=O)C1=C(C)NC(C)=C(C(=O)OC(C)C)C1c1cccc([N+](=O)[O-])c1 (stereo not drawn)	7	9
CCOC(=O)Nc1ccc(NC(=O)OCC)cc1	13	6
CCOc1cc(S(=O)(=O)NC2CCCCCC2)ccc1F	-2	7
CCOC(=O)C(CC)Sc1nc2c(cnn2-c2ccccc2)c(=O)[nH]1 (stereo not drawn)	9	5
COc1cc(OC)cc(-n2c3nc4ccccc4nc3c3c(=O)n(CC4CCCO4)cnc32)c1 (stereo not drawn)	1	8
CCOc1ccccc1-n1c(SCC(=O)N2CCOCC2)nnc1-c1ccccn1	-1	2
CCCSc1nnc(NC(=O)c2nc(SC)ncc2Cl)s1	-1	4
Cc1ccc(SCC(=O)NCc2cccnc2)cc1	16	-7
O=C(c1cccnc1)N(Cc1ccccc1)c1ccccc1	2	6
COc1cccc2c1OC1(C)CC2N(C(=O)c2ccco2)C(=S)N1c1ccc(F)cc1 (stereo not drawn)	2	7
Following part
SMILES	FXIa inh	FXIIa single
CN1CCN(C2=C(Cl)C(=O)N(CCc3ccccc3)C2=O)CC1	3	3
COC(=O)c1nc2n(n1)C(c1ccc(OC)c(OC)c1)C(C(=O)OC1CCCCC1)=C(C)N2 (stereo not drawn)	4	5
COc1ccc(CN2CC(C(=O)NCC3CCCO3)CC2=O)cc1 (stereo not drawn)	-2	5
CN1C(=O)CC(NNC(=O)c2ccccc2)C1=O (stereo not drawn)	-8	1
CCN(CC)Cc1c(O)ccc2occ(C(=O)c3ccc(OC)cc3)c12	-2	7
CC(C)[N+]1(C)[C@@H]2CC[C@H]1CC(OC(=O)C(CO)c1ccccc1)C2 (stereo partly drawn)	4	1
O=C(CCCCn1c(=O)c2ccccc2n(CC(=O)Nc2ccccc2)c1=O)NCc1ccco1	5	0
O=C(c1ccncc1)c1ccc(N2CCN(C3CC(=O)N(Cc4ccccc4)C3=O)CC2)cc1 (stereo not drawn)	3	-13
O=C(Cc1ccccc1)NCC1COc2ccccc2O1 (stereo not drawn)	2	-11
O=C(C1CCN(S(=O)(=O)c2cccnc2)CC1)N1CCCCC1	15	-13
COC(CN1C(=O)C(O)=C(C(C)=O)C1c1ccccn1)OC (stereo not drawn)	3	-14
CCCN1CCC(NC(=O)Nc2ccccc2C(=O)OC)CC1	4	8
N#Cc1c(C(F)(F)F)cc(C2CC2)nc1N1CCCC1	-2	-12
NC(=O)CN(c1ccccc1)C1SC(=O)N(Cc2ccccc2)C1=O (stereo not drawn)	-5	1
Cc1csc(=N)n1CC(=O)N1CCc2ccccc21	-2	-1
O=C(COc1ccccc1)Nc1ncccn1	-10	6
O=C(O)CCC(=O)Nc1ccc(S(=O)(=O)Nc2nccs2)cc1	3	-1
Cc1oc(-c2ccc(Cl)cc2)nc1CS(=O)CC(=O)NCc1cccs1 (stereo not drawn)	5	3
C=CCn1c(O)c(CN2CCN(Cc3ccccc3)CC2)c(C)c(C#N)c1=O	9	4
O=C(NCCc1c[nH]c2ccccc12)C1Cc2ccccc2CN1C(=O)c1ccco1 (stereo not drawn)	-1	-5
CCC(C)(C)NC(=O)CN(C(=O)CNS(=O)(=O)c1ccc(C)cc1)c1ccc2c(c1)OCCO2	-1	-8
CCn1c2ccccc2c2nnc(SCC(N)=O)nc21	2	-3
Cc1c(C(C)NC(=O)Nc2ccc(F)cc2F)cnn1C (stereo not drawn)	-2	8
CC(NC(=O)C(c1ccccc1)c1ccccc1)C(=O)O (stereo not drawn)	-4	1
Cc1ccc(Cn2nnc3c(=O)n(CC(=O)N4CCCc5ccccc54)cnc32)cc1	4	0
New compounds follow:
SMILES	FXIa inh	FXIIa single
COc1ccc(F)cc1S(=O)(=O)NC1CCCC1	-4	-1
COc1ccc(OC)c(-n2c(-c3ccccc3)n[nH]c2=S)c1	-5	0
CS(=O)(=O)N(CC(=O)N1CCN(c2ccccc2F)CC1)c1ccc2c(c1)OCCO2	3	2
CC1OC2(OC1C)C(=O)Nc1ccccc12 (stereo not drawn)	18	-12
CCCc1nc(NCc2ccccn2)c2nnn(Cc3ccccc3F)c2n1	-5	6
COc1ccc(CN2CCN(S(=O)(=O)c3ccc(F)cc3)CC2)c(OC)c1OC	5	8
COc1ccc(C2=NOC3(CC(=O)N(c4ccc(C)cc4)C3=O)C2)cc1 (stereo not drawn)	6	12
COc1ccc(NC(=O)CC2C(=O)N(c3cccc(C)c3)C(=O)N2C2CCCCC2)cc1 (stereo not drawn)	-1	3
CCOC(=O)C1CCN(C(c2cc3ccc(C)c(C)c3[nH]c2=O)c2nnnn2C2CCCCC2)CC1 (stereo not drawn)	-7	5
Cc1c(NC(=O)c2noc(C(C)C)c2[N+](=O)[O-])c(=O)n(-c2ccccc2)n1C	-2	5
CC(SCc1cn2cc(Cl)ccc2n1)C(=O)O (stereo not drawn)	6	5
CCOC(=O)/C(=C\Nc1ccc(OC(F)(F)F)cc1)Sc1ncc(C(F)(F)F)cc1Cl	0	1
COC(=O)c1c(NS(=O)(=O)c2cccs2)sc2c1CCCC2	-3	5
Cc1c(NC(C)c2cc(Cl)ccc2O)c(=O)n(-c2ccccc2)n1C (stereo not drawn)	-1	10
Cc1ccc(C2CC2C(=O)NNC(=S)Nc2cccc(C)c2)cc1 (stereo not drawn)	-5	3
CCOC(=O)C1CCCN(S(=O)(=O)c2cc(OCC(N)=O)c(C)cc2Cl)C1 (stereo not drawn)	3	3
CCCN1CCN(C(=O)c2ccc(Sc3ccc(C)cc3)c(NC(C)=O)c2)CC1	3	3
CCOC(=O)C1CCCN(S(=O)(=O)c2ccc(C)cc2)C1 (stereo not drawn)	0	5
Cn1c2ccc(F)cc2c2ncn(CCCN(CCO)CCO)c(=O)c21	1	3
CCN(CC)c1ccc(/C=c2\sc3nnc(-c4ccccc4Cl)n3c2=O)cc1	1	-3
Cc1ccc(Cn2nc(C)c(NC(=O)C3CC3)c2C)cc1	8	4
Cc1cc(C)nc(SCC(=O)NC2=NC(=O)C(C)S2)n1 (stereo not drawn)	-1	-16
Clc1ccc(-c2ccc(/C=N/Nc3cc(N4CCOCC4)nc(N4CCOCC4)n3)o2)cc1	-1	-1
Cc1cc[n+](-c2nc([O-])sc2/C=N/Nc2ccc([N+](=O)[O-])cc2)cc1	1	1
O=C(Nc1cccnc1)c1ccccc1-c1nc(-c2ccccc2F)no1	-5	8

An excerpt from above in order of length of the SMILES, lowest first.
SMILES	FXIa inh	FXIIa single
C=CCNC(=O)c1snnc1-c1ccccc1	19	-10
CC1OC2(OC1C)C(=O)Nc1ccccc12 (stereo not drawn)	18	-12
CCOC(=O)Nc1ccc(NC(=O)OCC)cc1	13	6
COc1ccc(OCCSc2nc(N)cc(N)n2)cc1	-4	-1
Cc1ccc(CNc2ccc3c(c2)OCO3)c(C)c1	-3	5
CCOc1cc(S(=O)(=O)NC2CCCCCC2)ccc1F	-2	7
O=C(Nc1ccc2ccccc2c1)Nc1ccc2snnc2c1	-6	8
CC(NC(=O)C(c1ccccc1)c1ccccc1)C(=O)O (stereo not drawn)	-4	1
COc1ccc(CN2CC(C(=O)NCC3CCCO3)CC2=O)cc1 (stereo not drawn)	-2	5
Cc1nc(Nc2ccc3c(c2)OCCO3)c2oc3ccccc3c2n1	-13	-10
O=C(NC1CCCC1)c1cccc(S(=O)(=O)N2CCCCC2)c1	-1	8
CCN(CC)Cc1c(O)ccc2occ(C(=O)c3ccc(OC)cc3)c12	-2	7
CCOC(=O)C(CC)Sc1nc2c(cnn2-c2ccccc2)c(=O)[nH]1 (stereo not drawn)	9	5
CCCOC(=O)C1=C(C)OC23OC(N)=C(C#N)C12C(=O)c1ccccc13 (stereo not drawn)	4	8
Cc1ccc(Cn2nnc3c(=O)n(CC(=O)N4CCCc5ccccc54)cnc32)cc1	4	0

More results follow:
SMILES	FXIa inh	FXIIa single
Cc1ccc(NC(=O)N2CCC(C(=O)Nc3ccc(C)cc3C)CC2)cc1	1	-6
O=C(NCc1ccc2c(c1)OCO2)c1cnc2n(c1=O)CCS2	-12	-27
CCOc1ccc(NC(=O)c2cccc3c2C(=O)N(CCOC)C3)cc1	-5	7
Cc1cc(NC(=O)CSc2nc(-c3cccnc3)ccc2C#N)no1	1	3
CCOC(=O)C1CCN(c2cc(=O)n(-c3ccccc3Cl)c(=O)[nH]2)CC1	-2	1
NS(=O)(=O)c1cccn1-c1ncc(C(F)(F)F)cc1Cl	21	-15
CSc1ccccc1C(=O)NCCCOC(C)C	2	4
O=C(N1CCCCCC1)N1CCN(S(=O)(=O)N2CCOCC2)CC1	-1	2
CC(C(=O)N1CCOCC1)N1C(=O)c2ccccc2C1=O (stereo not drawn)	0	10
CCN1C(=O)CSc2ccc(C(=O)NCc3ccco3)cc21	-7	7
Cc1[nH]c2ccccc2c(=O)c1SC(F)(F)C(F)C(F)(F)F (stereo not drawn)	-7	4
Cc1nnc(SCCC(=O)Nc2nc(-c3ccccc3)ns2)s1	3	10
COc1ccc2c(c1)c(=O)oc1cc(OCC(=O)NC3CC3)ccc12	2	2
Cc1cccc(Cn2cnc3ccccc32)c1	7	8
Cn1c(C(=O)N2CCN(C(=O)c3ccco3)CC2)cc2c(=O)n3ccccc3nc21	-13	-44
CCOC(=O)c1sc(NS(=O)(=O)c2ccccc2)nc1C	10	9
COc1cccc(CNc2ncc(Br)cc2Br)c1O	-3	5
CC(=O)c1c(C)[nH]c(C(=O)NCc2ccccc2)c1C	2	2
CCC(=O)Nc1ccc(S(=O)(=O)NCCc2ccccc2)cc1	-3	7
O=c1c(-c2cc3ccccc3o2)[n+]([O-])c2ccccc2n1OCc1ccccn1	40*	-11
COc1cc(OC)c(C2=NOC(C(=O)N3CCCc4ccccc43)C2)cc1Cl (stereo not drawn)	-7	3
O=C(CSCc1c(Cl)cccc1Cl)NCC1CCCO1 (stereo not drawn)	-8	3
Cc1ccc(Cl)c(Nc2ccccc2C(=O)O)c1Cl	3	0
O=C(Nc1cccnc1)c1ccc(F)cc1	7	5
Nn1c(SC/C=C/c2ccccc2)nnc1-c1ccco1	0	-15

Source: PubChem BioAssay (PCMD)
